Screening results from PubChem.
SRC3 inh: SRC3 coactivator transcriptional activity inhibitors, primary screen, cell-based, luminescence. Nuclear receptor coactivator 3 (Homo sapiens), Q9Y6Q9. HEK293 GAL4-SRC3 luciferase reporter. inhibition, % at 3.6 µM. actives 0.17% (n = 360,000);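 active = inhibition above a per-campaign cutoff, the mean of all compounds plus 3 SD, cut at about 60% in these data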;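 also: 0% = DMSO-treated cells and 100% = gossypol-treated cells at 36 µM; higher means less SRC3-driven luciferase light from the GAL4 reporter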
Target sequence (Q9Y6Q9 whole entry, looked up, the tested form may be a part): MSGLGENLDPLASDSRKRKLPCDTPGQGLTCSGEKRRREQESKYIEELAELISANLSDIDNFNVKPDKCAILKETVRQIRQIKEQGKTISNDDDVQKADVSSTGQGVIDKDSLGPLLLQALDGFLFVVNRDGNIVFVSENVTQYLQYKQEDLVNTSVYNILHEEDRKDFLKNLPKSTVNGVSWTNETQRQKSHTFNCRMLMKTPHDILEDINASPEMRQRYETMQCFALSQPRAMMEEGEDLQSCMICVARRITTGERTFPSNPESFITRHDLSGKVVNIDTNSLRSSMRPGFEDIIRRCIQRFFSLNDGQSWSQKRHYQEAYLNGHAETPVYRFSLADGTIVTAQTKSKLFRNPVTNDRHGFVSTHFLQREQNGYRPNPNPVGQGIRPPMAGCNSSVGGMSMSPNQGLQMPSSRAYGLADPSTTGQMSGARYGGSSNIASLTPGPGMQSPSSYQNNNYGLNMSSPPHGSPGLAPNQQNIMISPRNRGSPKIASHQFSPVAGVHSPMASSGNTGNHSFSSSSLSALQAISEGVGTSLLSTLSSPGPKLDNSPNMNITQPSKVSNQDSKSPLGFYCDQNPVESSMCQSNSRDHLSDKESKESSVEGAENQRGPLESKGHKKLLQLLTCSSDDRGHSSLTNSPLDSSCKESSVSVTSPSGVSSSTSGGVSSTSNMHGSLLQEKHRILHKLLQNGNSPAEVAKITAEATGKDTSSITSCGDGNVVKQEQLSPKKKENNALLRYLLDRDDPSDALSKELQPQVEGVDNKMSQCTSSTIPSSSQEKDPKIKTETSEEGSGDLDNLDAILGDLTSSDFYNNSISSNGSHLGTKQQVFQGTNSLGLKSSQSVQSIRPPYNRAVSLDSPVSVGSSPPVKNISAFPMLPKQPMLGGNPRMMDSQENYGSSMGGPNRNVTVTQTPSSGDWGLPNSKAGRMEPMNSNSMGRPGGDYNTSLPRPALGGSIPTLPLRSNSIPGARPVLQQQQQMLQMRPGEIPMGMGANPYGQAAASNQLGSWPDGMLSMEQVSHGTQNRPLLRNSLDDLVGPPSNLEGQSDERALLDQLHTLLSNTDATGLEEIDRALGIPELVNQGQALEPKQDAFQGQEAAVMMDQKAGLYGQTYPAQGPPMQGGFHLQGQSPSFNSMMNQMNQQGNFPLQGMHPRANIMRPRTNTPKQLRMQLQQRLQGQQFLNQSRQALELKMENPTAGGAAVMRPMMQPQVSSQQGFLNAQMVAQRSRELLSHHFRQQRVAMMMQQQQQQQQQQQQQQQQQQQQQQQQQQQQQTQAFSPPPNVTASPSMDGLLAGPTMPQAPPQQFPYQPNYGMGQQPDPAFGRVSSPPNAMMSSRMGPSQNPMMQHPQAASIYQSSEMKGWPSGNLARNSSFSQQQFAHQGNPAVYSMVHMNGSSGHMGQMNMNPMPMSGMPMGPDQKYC
LRH-1 inv ag: LRH-1 (NR5A2) inverse agonists, primary screen, cell-based, luminescence, HEK293T, StAR-luciferase reporter | Nuclear receptor subfamily 5 group A member 2 (Homo sapiens), O00482 | LRH-1 transfected, 24 h | inhibition, % at 3.6 µM | actives 0.13% (n = 360,000) | AID 602396, 2012;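 active = inhibition above the mean inhibition of all tested compounds plus 3 SD, cut at about 73% in these data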;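 also: 0% = DMSO wells and 100% = reporter-only cells lacking LRH-1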
SRC1 inh: SRC1 coactivator transcriptional activity inhibitors, primary screen, cell-based, luminescence; Nuclear receptor coactivator 1 (Homo sapiens), Q15788; HEK293 GAL4-SRC1 luciferase reporter; actives 0.12% (n = 360,000); AID 588354, 2011; inhibition, % at 3.6 µM;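 active = inhibition above the campaign mean plus 3 SD, with each screening campaign given its own cutoff, cut at about 60% in these data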;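 also: 0% = DMSO treated cells and 100% = gossypol at 36 µM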
CF NFkB block: inhibitors of PAF-induced NF-kB signaling, primary screen, cell-based, GFP fluorescence, uHTS | KKLEB NF-kB-GFP reporter, GFP fluorescence overnight | actives 0.86% (n = 360,000) | inhibition, % at 5 µM;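 active = at least 50% inhibition at 5 µM, scaled per plate between neutral and stimulator controls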;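 also: PAF is a Pseudomonas aeruginosa culture filtrate used as stimulus; plate controls were PAF-stimulated DMSO wells for no effect and unstimulated DMSO wells for full effect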
KKLEB tox: cytotoxicity in KKLEB CF airway cells, primary screen, cytotoxicity control for CF NF-kB inhibitor project, cell-based, uHTS, fluorescence assay plates; KKLEB CF airway cells viability, ATPlite luminescence, overnight; active compounds read low; cells stimulated with P. aeruginosa culture filtrate; activity change (cytotoxicity), % at 5 µM; actives 0.36% (n = 360,000);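 active = corrected activity change at or below -50% at 5 µM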
TWEAK-Fn14 inh: inhibitors of TWEAK-Fn14 signaling, primary screen, luciferase reporter cells, uHTS; TWEAK-stimulated Fn14 reporter cells, luciferase luminescence, 8 h; actives 2% (n = 360,000); inhibition, % at 10 µM; in the data active = inhibition above about 50%
Shn3 inh set2: reduction of Shn3 3'UTR firefly luciferase signal, primary screen, Schnurri-3 inhibitor project, cell-based, Clone20 osteoblasts, set 2. Clone20 osteoblast Shn3 3'UTR firefly luciferase, 24 h. inhibition, % at 12.5 µM. actives 0.52% (n = 360,000). AID 588674, 2011;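 active = mean inhibition of at least 75% with every replicate also reaching 75%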;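 also: 0% = median of neutral control wells and 100% = pilot-screen positive control compound; some compounds past the cut are filed as inactive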
TRAIL sens C8: viability loss with TRAIL in NB7+C8 cells, primary screen, TRAIL sensitizer project, cell-based, ATPlite luminescence; actives 1% (n = 360,000); inhibition (viability loss, TRAIL sensitization), % at 10 µM;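 active = compounds causing at least 50% loss of cell viability in the single-dose screen, relative to plate controls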
COUP-TFII inh: NR2F2 transcriptional activity inhibitors, primary screen, cell-based, luciferase reporter, HEK293T, luminescence | AID 686940, 2013 | inhibition, % at 8.6 µM | COUP transcription factor 2 (Homo sapiens), P24468 | actives 0.7% (n = 370,000) | HEK293T NGFI-A luciferase reporter;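 active = inhibition above a per-plate cutoff, mean inhibition of test wells between control levels plus 3 SD, cut at about 38% in these data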;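 also: cells cotransfected with COUP-TFII expression vector driving the NGFI-A reporter; 0% = median of COUP-TF2 test wells and 100% = reporter-only cells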
EBV LMP1 NFkB: EBV LMP1-driven NF-kappaB luciferase reporter inhibitors, primary screen, cell-based, luminescence, single point. LMP1-induced NF-kappaB luciferase reporter cells. inhibition, % at 12.5 µM. actives 0.69% (n = 350,000); in the data active = inhibition above about 41%;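 also: 0% = neutral control wells and 100% = reference inhibitor control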
TROY NFkB inh: inhibitors of TROY-driven NF-kB signaling, primary screen, Q293 LMP1-TROYcd cells, NF-kB luciferase, uHTS. AID 1347056, 2019. inhibition, % at 10 µM. Q293 LMP1-TROYcd NF-kB luciferase reporter, 4 h. actives 0.98% (n = 360,000);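 active = compounds whose plate-normalised and pattern-corrected inhibition of the luciferase reporter signal at the single screening dose is 50% or more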
Active calls of the source: *; . = no result given. This is a subset; rates above refer to the full screens.

SMILES	SRC3 inh	LRH-1 inv ag	SRC1 inh	CF NFkB block	KKLEB tox	TWEAK-Fn14 inh	Shn3 inh set2	TRAIL sens C8	COUP-TFII inh	EBV LMP1 NFkB	TROY NFkB inh
CCn1nnc(NC(=O)c2cccc(-c3cc4ccccc4oc3=O)c2)n1	-60	-113	-58	-2	-1	-7	-65	16	-19	-14	-45
CC(=O)Nc1nc(-c2ccc3ccccc3c2)cs1	-93	-149	-107	-25	9	9	-74	0	-39	-51	-72
CCOc1ccc(CN2CCN(Cc3c[nH]c4ccccc34)CC2)cc1	-16	14	-17	-3	-3	12	2	-1	7	-1	-2
Cc1ccc(NS(=O)(=O)c2cn(C)c(=O)n(C)c2=O)c(C)c1	-18	14	13	-2	9	12	-5	-2	-9	2	15
Cc1cccc(C)c1NC(=O)CCCSc1nnc(-c2ccc(F)cc2)n1-c1ccccc1	12	0	-2	-23	-9	7	24	21	22	2	8
COc1cccc(CNC(=O)[C@@H](C)N2C(=O)N3CCc4c([nH]c5ccc(OC)cc45)C3(C)C2=O)c1 (stereo partly specified)	8	8	1	25	-16	11	19	7	13	-12	11
Cc1cccc(NC(=O)C2CCCN(S(=O)(=O)c3ccc4[nH]c(=O)ccc4c3)C2)c1 (stereo unspecified)	8	-29	-27	13	-4	-10	14	-16	19	6	8
COc1cccc2cc(C(=O)C3=C(O)C(=O)N(CCN(C)C)C3c3ccc(Cl)cc3)oc12 (stereo unspecified)	20	6	-14	6	-14	60*	-12	-1	13	-4	-1
Cc1cc(C(=O)NC2CC(C)(C)Cc3c2cnn3-c2ccc(F)cc2)nn1C (stereo unspecified)	3	-20	7	27	-13	-3	-5	-3	-4	0	-39
CCCN(CCC)C(=O)C1CCC(CNS(=O)(=O)c2cccc3nsnc23)CC1 (stereo unspecified)	-68	-2	15	2	-7	13	11	6	13	2	1
CC(NCc1ccc(S(N)(=O)=O)cc1)C(=O)Nc1cccc(Cl)c1 (stereo unspecified)	-13	3	8	20	-4	1	10	11	11	-4	6
CCc1nnc(NC(=O)CSc2nnc(CNc3cccc(Cl)c3)n2CC)s1	-4	21	6	5	9	4	15	-3	-8	8	4
O=[N+]([O-])c1cccc(S(=O)(=O)NCCOc2cccc3cccnc23)c1	-12	-2	-4	4	-2	-8	15	-3	1	3	-2
O=C1CCCN1C(=O)CSc1nnnn1-c1ccccc1	-10	-1	-16	15	-31	0	-3	28	0	4	-29
CCCCNC(=O)C1(C)CCCCN1C(=O)c1cc(C#N)cs1 (stereo unspecified)	-6	5	6	-14	12	-3	-16	4	6	.	13
COc1ccc(CCNC(=O)C2CCN(Cc3nc(-c4ccc(Cl)cc4)oc3C)CC2)cc1OC	5	5	9	24	-1	-11	-3	13	-16	-8	11
COC(=O)Cn1c(CCS(=O)(=O)c2ccc(Cl)cc2)nc2ccccc21	8	-9	5	8	-5	1	-2	-4	4	9	-9
Cn1c(=O)[nH]c(=O)c2c1nc(N1CCCCC1)n2CC(O)COc1ccc([N+](=O)[O-])cc1 (stereo unspecified)	4	23	25	-12	-7	8	3	-8	-3	3	-12
O=C(O)c1cc([N+](=O)[O-])ccc1NCc1ccccn1	-14	-19	-21	-8	5	15	-40	1	9	8	27
CCOc1ccccc1NC(=O)C1CCCN(S(=O)(=O)c2ccc3c(c2)C(C)(C)C(=O)N3C)C1 (stereo unspecified)	-12	-14	2	-3	-6	11	46	-11	4	-4	2
OCCNc1c2ccccc2nc2c(F)c(F)c(F)c(F)c12	14	0	-23	9	-8	25	-23	-29	-8	-94	-32
Cc1ccc(NC(=O)/C(=C/c2cccs2)NC(=O)c2ccco2)c(C)c1	25	0	-4	-4	-2	10	-11	-15	-3	-13	15
C/C(=N\NC(=O)COc1ccccc1-c1ccccc1)c1ccc(O)cc1O	34	-2	20	-17	2	6	92*	4	-6	30	24
CC1CCCC(C)N1C(=O)Cn1cc(/C=C2/C(=O)Nc3ccccc32)c2ccccc21 (stereo unspecified)	0	15	-7	12	3	36	52	-1	.	-15	5
COc1cc2c(c(OC)c1O)C(=O)CO2	-34	11	-13	3	-10	-1	0	0	0	8	0

Further records follow.
SMILES	SRC3 inh	LRH-1 inv ag	SRC1 inh	CF NFkB block	KKLEB tox	TWEAK-Fn14 inh	Shn3 inh set2	TRAIL sens C8	COUP-TFII inh	EBV LMP1 NFkB	TROY NFkB inh
CCOc1ccc(NC(=O)c2ccc(NC(=O)c3ccc(NC(N)=O)cc3)cc2)cc1	-18	0	-25	-1	2	-12	-21	-10	14	.	-6
COc1ccc(C(=O)NCc2nnc(SCC(=O)c3ccc(F)cc3)n2C)cc1OC	10	7	-32	5	16	-4	10	-7	1	-6	-19
COc1ccc([C@H]2CC(=O)C=C(c3ccc(F)nc3)C2)cc1OC	14	27	5	-8	19	-10	17	10	9	10	-3
Cc1nnc(SCC(=O)Nc2ccc(S(=O)(=O)N3CCCC3)cc2)n1N	10	-1	7	4	-4	-10	11	26	-12	5	4
COc1cc(C(=O)O/N=C(\N)c2cccc([N+](=O)[O-])c2)cc(OC)c1OC	-1	1	-13	-9	-8	62*	-9	12	-16	0	-1
O=C1NN(c2ccccc2)C(=O)/C1=C\c1cccn1-c1ccc(Cl)c([N+](=O)[O-])c1	2	24	-24	9	3	20	19	-2	10	3	-2
CN(C)C(CNC(=O)c1ccc(NC(=O)c2cccs2)cc1)c1ccccc1 (stereo unspecified)	-54	-1	-18	7	-11	30	-1	-7	-20	-5	-2
CCOC(=O)N1CCC(n2c(SCC(=O)NCc3ccccc3)nc3ccccc3c2=O)CC1	8	10	-5	11	-13	-9	16	-6	12	-15	-4
CCC(CC)c1nnc(NC(=O)c2ccc(S(=O)(=O)N3CCc4ccccc4C3)cc2)s1	27	25	11	-1	15	7	-4	-2	-8	-3	29
O=C(N/N=C(\Cc1ncc[nH]1)c1ccccc1)c1ccncc1	25	10	17	18	5	10	39	6	17	26	6
CCOC(=O)C1CCN(c2cc3c(cc2NC(=O)c2ccc(F)cc2)n(C)c(=O)n3C)CC1	5	-13	-12	4	-6	4	1	4	-21	-6	-10
Cc1nc(NCCN2CCOCC2)c2oc3ccccc3c2n1	-6	4	-2	8	2	18	15	3	2	3	.
CC1CCCN(C(=O)C2CCN(S(=O)(=O)c3ccc4c(c3)CC(C)N4C(=O)C3CC3)CC2)C1 (stereo unspecified)	-5	-1	15	6	0	0	9	-6	6	6	8
Cc1cc(C)c2nc(NC(=O)C3CCCO3)sc2c1 (stereo unspecified)	-95	-157	-101	-5	8	16	-41	1	-24	-37	-35
C/C(=N\NC(=O)c1ccoc1C)c1cccc2ccccc12	-59	-140	-58	13	6	-10	3	11	-45	-4	-42
Cc1cccc(NC(=O)c2ccc(S(=O)(=O)NCc3ccco3)cc2)n1	-52	-32	-42	9	11	19	-36	8	13	-1	-18
COc1ccc(-c2cc(-c3ccccc3)c(C#N)c(SCC(=O)O)n2)cc1	11	18	-9	-6	5	-5	-8	-8	-2	-4	-9
CN(C)CCNC(=O)/C(=C/c1cccc([N+](=O)[O-])c1)NC(=O)c1ccccc1	9	3	-10	21	-18	17	8	0	6	4	-11
COc1ccc(CCn2c(C)cc(C(=O)CSc3nnnn3-c3ccccc3)c2C)cc1	12	10	2	25	-8	-7	15	5	-27	9	-7
CCOC(=O)N1CCN(C(=O)COc2ccc(S(=O)(=O)NCc3ccccc3)cc2)CC1	-14	-5	-7	3	3	-12	11	1	-7	1	8
CCCNC(=S)NC1CC2CCC(C1)N2Cc1ccccc1 (stereo unspecified)	2	-31	-8	2	-5	-11	-2	-5	-5	6	-9
Cc1cc(NC(=O)CSc2nc3ccccc3cc2C#N)no1	-21	-28	-8	-15	7	-16	-43	7	1	-27	-34
Cc1ccc(CNC(=O)CCC(=O)Nc2nnc(C)s2)cc1	11	5	-13	2	7	-7	17	-6	0	-6	-8
CCCCCCCOC(=O)C[N+](C)(C)CCOC1CC2CCC1(C)C2(C)C (stereo unspecified)	39	29	23	47	-38	46	85*	39	19	11	63*
O=C(C1CC1)N(CCc1ccccc1)Cc1nc2ccccc2c(=O)[nH]1	10	2	-6	-7	1	2	1	4	-8	-5	-8

(next part)
SMILES	SRC3 inh	LRH-1 inv ag	SRC1 inh	CF NFkB block	KKLEB tox	TWEAK-Fn14 inh	Shn3 inh set2	TRAIL sens C8	COUP-TFII inh	EBV LMP1 NFkB	TROY NFkB inh
Cn1c(NCc2ccccc2F)nc2cc(-c3cccc(Cl)c3)sc2c1=O	-1	4	-3	-6	-5	-13	-4	16	3	.	-9
Fc1ccc(CNC(=S)NC2CCCCC2)cc1	-14	7	-1	-16	4	0	22	-1	5	19	2
COC(=O)c1nn(-c2cccc(C(F)(F)F)c2)c(=O)cc1Sc1ccccn1	6	-2	-29	2	11	6	8	0	-4	-2	1
Cc1cccc(N2CCN(c3cc(C)nc4nnnn34)CC2C)c1 (stereo unspecified)	-1	-7	-8	11	3	-28	8	-1	1	6	-11
O=C(c1ccco1)N1CCN(C(=O)N2CCCCC2)CC1	15	-27	2	1	6	-14	-5	6	8	15	1
COc1ccc(CCC(=O)N2CCN(c3cccc(C)c3C)CC2)cc1	14	-3	-1	-7	-5	-20	-16	7	-19	-1	-8
COC(=O)CNc1nc(Cl)nc(Nc2ccc(C)cc2)n1	-17	-21	-6	-5	4	2	-7	-7	4	-2	13
CCOC(=O)C1C(=O)NC(c2ccccc2)=NC1c1ccc(F)cc1 (stereo unspecified)	1	-4	-8	-19	3	8	7	2	24	1	-4
Cc1nc(CC(=O)c2ccc(O)c(C)c2O)cs1	12	-12	1	2	-3	-7	-27	6	-4	-3	-11
Cc1cccc(NC(=O)C2CC(=O)n3cnnc3S2)c1 (stereo unspecified)	1	4	-13	8	5	0	5	6	4	8	1
CCOC(=O)C1=C(C)NC(=O)CC1c1cc(OC)c(OC)cc1Br (stereo unspecified)	15	4	-18	24	-1	0	8	3	9	-1	-8
Cc1cc(=O)c2cc(C(=O)c3ccccc3)ccc2[nH]1	-12	16	-21	-34	-2	-7	-12	-1	5	-14	-33

Ordered by molecular weight (smallest number first): three of the compounds above
SMILES	SRC3 inh	LRH-1 inv ag	SRC1 inh	CF NFkB block	KKLEB tox	TWEAK-Fn14 inh	Shn3 inh set2	TRAIL sens C8	COUP-TFII inh	EBV LMP1 NFkB	TROY NFkB inh
Cc1cccc(NC(=O)C2CC(=O)n3cnnc3S2)c1 (stereo unspecified)	1	4	-13	8	5	0	5	6	4	8	1
O=C(c1ccco1)N1CCN(C(=O)N2CCCCC2)CC1	15	-27	2	1	6	-14	-5	6	8	15	1
Cc1cccc(C)c1NC(=O)CCCSc1nnc(-c2ccc(F)cc2)n1-c1ccccc1	12	0	-2	-23	-9	7	24	21	22	2	8
